From PubChem BioAssay
Wnt act – activates Wnt/beta-catenin signaling in a reporter cell assay; activator, plate reader; activation, % at 9.35 µM; 300,000 tested, 1.2% active; in the data active = activation above about 30%, passing the limit was not always enough; inconclusive = no clear call, values can overlap the other calls;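 also: 0% = neutral control wells and 100% = positive control wells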
Active calls of the source: *; ? = inconclusive. These rows are one share of the data; rates above refer to the full screens.

SMILES	Wnt act
CCCCN1C(=O)C(CC(=O)NCCCN(C)C)CC(C(=O)N(C)C)=C1C (centres undefined)	-2.3
CCCNC(=O)c1cc(C2CCCCN2C(=O)c2ccc(NC(C)=O)cc2)on1 (centres undefined)	-3.6
O=C(N[C@H](C(=O)N1CCC[C@H]1C(=O)NC1CCCC1)c1ccccc1)c1ccc(Cl)cc1Cl	-2.5
Nc1ccc(-c2cc(NC=O)c3ncc(-c4cccc(C(F)(F)F)c4)n3c2)cn1	-1.1
COc1cc(-c2cnc3c(NC(C)=O)cc(-c4ccccc4CN(C)C)cn23)cc(OC)c1OC	-1.3
C/C(CC1CC(C)(C)OC1=O)=N\NC(N)=S (centres undefined)	1.9
CCc1nc2c(OCCC3CCCCC3)cccn2c1N(C)C(=O)c1ccco1	-0.9
c1ccc2oc(NC3=NCN(C4CCCCC4)CN3)nc2c1	24.6
CCOc1ccc(CCN2C(=S)N([C@@H](CC(C)C)CN3CCC[C@@H]3CN3C(=S)NC[C@@H]3CC(C)C)C[C@@H]2CC(C)C)cc1	-3.4
CC1(C(=O)NS(=O)(=O)c2ccc3c(c2)CCO3)CCN1C(=O)C1(c2ccc(Cl)cc2)CC1 (centres undefined)	3.7
CC(C)(C)c1ccc(CC(=O)N2CCC2(C)C(=O)NCc2cccs2)cc1 (centres undefined)	-2.0
Nc1nc2c(ncn2[C@@H]2O[C@H](CNC(=O)[C@H](N)Cc3ccccc3)[C@@H](O)[C@H]2O)c(=O)[nH]1	-2.5
COc1ccc(-c2nc3c4ccccc4ccn3c2CC2CCCCC2)cc1OC	5.9
O=C(Nc1cccnc1Cl)c1cccc(F)c1	3.5
Cc1cc2c(cc1C)NC(=O)C(C)CN2 (centres undefined)	1.3

Brought forward from above: two compounds, followed by the next part.
SMILES	Wnt act
O=C(Nc1cccnc1Cl)c1cccc(F)c1	3.5
Cc1cc2c(cc1C)NC(=O)C(C)CN2 (centres undefined)	1.3
CC(C)C[C@@H](CN1CCCC1CN1C(=S)NC[C@@H]1Cc1ccccc1)N1C[C@H](Cc2ccc(O)cc2)N(CCc2ccccc2)C1=S (some centres undefined)	-18.5
COc1ccc(CCCNC(=O)C2Cc3c(-c4ccc(NC(C)=O)cc4)ccnc3O2)cc1 (centres undefined)	0.5
O=C1c2ccccc2C(c2nnnn2Cc2ccccc2)N1Cc1ccco1 (centres undefined)	-4.1
O=C1c2ccccc2C(c2nnnn2-c2ccc3c(c2)OCCO3)N1CCCn1ccnc1 (centres undefined)	0.2
C[C@@H]1CN([C@H](C)CO)C(=O)c2c(c3ccccc3n2C)-c2ccccc2CO[C@@H]1CN(C)C(=O)CCN(C)C	-1.7
C#CCN(C[C@@H]1[C@@H](OC(=O)NCC2CCCCC2)[C@@H](OC(=O)NCC2CCCCC2)Cn2c(=O)ccc(=O)n21)S(=O)(=O)c1ccc(C)cc1	-10.8
O=C(NCCC(F)(F)F)C1Cc2c(-c3cccc(F)c3)ccnc2O1 (centres undefined)	-3.4
CCOc1ccc(C(c2c(O)nc(SC)[nH]c2=O)c2c(O)nc(SC)[nH]c2=O)cc1	0.1
CC1(C)C(C=C(Cl)Cl)C1C(=O)Nc1ccc([N+](=O)[O-])cc1 (centres undefined)	-3.2
CC(NC(=O)COC(=O)c1ccc2c(=O)n3c(nc2c1)CCCCC3)c1ccc(F)cc1 (centres undefined)	-2.2
O=C(C(=O)N1CCC(CNC(=O)c2cccnc2Cl)CC1)c1cccs1	2.9
COC(=O)C[C@@H]1C=C[C@@H](NC(=O)c2ccc3c(c2)OCO3)[C@@H](CO)O1	-1.6
N#Cc1ccc(OCC(=O)Nc2cc(S(=O)(=O)N3CCOCC3)ccc2N2CCCC2)cc1	-0.5
COC(=O)c1cc2c(c3c4ccccc4n(S(=O)(=O)c4ccc(C)cc4)c13)C(=O)N(CC(C)C)C2	-3.4
O=C(NCCc1ccccc1)c1[nH]c(C(F)(F)F)nc1-c1ccccc1	1.1
Cc1cscc1-c1nc(NCC2CC2)nc2ccsc12	-1.4
COc1ccc(Cl)cc1-c1cc(C(=O)NCC2CCCCC2)[nH]n1	-1.9
Cn1ccc2c(N3CCOCC3)cc3c(c21)C1CCC3C1 (centres undefined)	-1.0
CCCC(=O)N1CCC1(C)C(=O)NS(=O)(=O)c1cccc(C)c1 (centres undefined)	-1.2
Cc1ccc(/C=C2\SC(=S)N(CCC(=O)NNC(=O)c3ccncc3)C2=O)cc1	-1.2
COc1ccccc1Cc1c(-c2cccc(Br)c2)nc2ccc(Br)cn12	4.2
Cn1nc(C(C)(C)C)cc1NC(=O)C1(C)CCN1C(=O)Cc1ccc(-c2ccccc2)cc1 (centres undefined)	-5.6
CCc1nc2c(OCc3ccc(F)cc3)cccn2c1N(C)C(=O)COc1ccccc1	-1.5
C[C@@H](NC(=O)C[C@@H]1C[C@@H]2c3cc(NS(=O)(=O)c4ccc(F)cc4)ccc3O[C@@H]2[C@@H](CO)O1)c1ccccc1	-1.7
O=C(C[C@@H]1C[C@@H]2c3cc(NC(=O)c4ccc5c(c4)OCO5)ccc3O[C@@H]2[C@@H](CO)O1)NCc1cccnc1	-1.3
CC(C)=CCN1CCN(Cc2cn[nH]c2C2CCCCC2)CC1CCO (centres undefined)	-1.0
CCc1nc2ccc(C(=O)Nc3cc(-c4ccccc4)ccc3OC)cn2c1N(CCN(C)C)CC1CC1	-1.6
CC1(C(=O)Nc2ccc3[nH]ncc3c2)CCN1C(=O)C/C=C/c1ccccc1 (centres undefined)	-1.0
COc1ccc(C(C)C)cc1-c1ccc2nncn2c1	0.3
CC1(C(=O)NS(=O)(=O)Cc2cccc(Cl)c2)CCN1C(=O)C1CCCCC1 (centres undefined)	-1.1
Cc1cc(S(=O)(=O)NC(=O)[C@H]2O[C@@H](n3cnc4c(N)ncnc43)[C@H](O)[C@@H]2O)ccc1Br	-4.1
NC(c1csc(Nc2ccccn2)n1)c1ccccc1Cl (centres undefined)	-0.7
COCCN1C[C@@H](CO)O[C@@H](n2cnc3c(N(C)C(C)C)ncnc32)C1	-1.2
CCOC(=O)[C@]12CCC=C1N(Cc1ccco1)C(=O)[C@H](CC(=O)N1CCSCC1)C2	-2.1
NS(=O)(=O)c1ccc(CCNC(=O)CSc2nc3c(sc(=S)n3-c3ccccc3)c(=O)[nH]2)cc1	1.0
COc1ccc(C(C#N)CC(=O)c2ccc(OCc3ccccc3)c(OC)c2)cc1OC (centres undefined)	-3.8
O=C(NC(c1ccc2ccccc2n1)c1cccs1)C1CCN(Cc2cccc(C(F)(F)F)c2)CC1 (centres undefined)	-3.3
O=C(Nc1ccc(C(O)c2ccccc2)cc1)[C@@H]1O[C@H](CO)[C@H](O)[C@H](O)[C@H]1O (some centres undefined)	-0.7
COc1ccc(C2CC(c3cccc(OC)c3)=NN2c2ccc(S(N)(=O)=O)cc2)cc1 (centres undefined)	-1.6
COc1ccc(S(=O)(=O)N[C@@H]2C=C[C@@H](CC(=O)N3CCc4ccccc4C3)O[C@@H]2CO)cc1	-2.4
COc1ccc(NC(=O)C2(C)Cc3c(-c4ccc(C(N)=O)cc4)ccnc3O2)cc1OC (centres undefined)	0.9
CC1(C(=O)NS(=O)(=O)c2cccc(Cl)c2)CCN1C(=O)CCc1cccs1 (centres undefined)	-0.8
Cn1ccc2c(N3CCCCCC3)cc3c(c21)C1CCC3C1 (centres undefined)	-1.3
CCOC(=O)[C@]12CCCC=C1N(Cc1ccc(Cl)cc1Cl)C(=O)[C@H](CC(=O)NCc1ccc(C)o1)C2	-2.1
C[C@@H](c1ccccc1)N1C[C@H](COCc2ccccc2)Oc2cc(N3CC[C@@H](N(C)C)C3)ccc2S1(=O)=O	-11.0
CC(C)OC(=O)CSc1nnc(-c2ccccn2)n1N	-0.8
COc1ccccc1C(=Cc1ccc([N+](=O)[O-])cc1)C(=O)O	-1.4
C[C@H]1CN([C@@H](C)CO)C(=O)CCCn2nncc2CO[C@@H]1CN(C)S(=O)(=O)c1ccc(-c2ccccc2)cc1	-2.1
COc1ccc(-c2oc3c(c2C#CCCCCO)C(OCCO)CC3)cc1 (centres undefined)	0.2
CC[C@@H](NC(=O)[C@H](Cc1ccccc1)NC(=O)CC[C@H]1O[C@@H](n2ccc(=O)[nH]c2=O)[C@H](O)[C@@H]1O)c1ccccc1	-1.1
Cc1cc(C)nc(N/N=C/c2ccccc2Cl)n1	-3.3
CNc1nc(NCc2ccc(C)cc2C)c2sccc2n1	-2.0
CN1OC[C@@H]2CN(C(=O)CCc3ccccc3)[C@H](c3ccc(N4CCCCC4)cc3)C[C@@H]21	-4.1
S=C(NCCCCN(Cc1ccc(Cl)cc1)c1ccc(Br)cn1)NCCCc1cnc[nH]1	-4.8
O=C(Nc1cccc2ccccc12)c1ccco1	-0.3
COc1ccc(CC(N)c2csc(Nc3nccc(C(F)(F)F)n3)n2)cc1 (centres undefined)	14.9
COc1ccc2cc(CN(C)C(=O)CN3C(=O)NC4(CCCC4)C3=O)ccc2c1	-2.1
Nc1ncnc2c1ccn2[C@H]1CN(Cc2ccc3c(c2)OCO3)C[C@@H](COC(=O)c2ccccc2)O1	-1.9
COc1ccc(-c2cn(Cc3ccc(C(=O)c4ccccc4)cc3)nn2)cc1	?
O=C(NCc1cc(Cl)cc(Cl)c1)c1csc([C@@H]2O[C@H](CO)[C@H](O)[C@H](O)[C@H]2O)n1	-0.1

Exported as labelled records: entries from further up.
molecule: Nc1ncnc2c1ccn2[C@H]1CN(Cc2ccc3c(c2)OCO3)C[C@@H](COC(=O)c2ccccc2)O1
  Wnt act: -1.9
molecule: CC[C@@H](NC(=O)[C@H](Cc1ccccc1)NC(=O)CC[C@H]1O[C@@H](n2ccc(=O)[nH]c2=O)[C@H](O)[C@@H]1O)c1ccccc1
  Wnt act: -1.1
molecule: COc1ccc(CC(N)c2csc(Nc3nccc(C(F)(F)F)n3)n2)cc1 (centres undefined)
  Wnt act: 14.9
molecule: O=C(Nc1cccc2ccccc12)c1ccco1
  Wnt act: -0.3

The listing continues.
SMILES	Wnt act
CC(C)CC(N)c1csc(Nc2ccc(C(=O)NCCO)cc2)n1 (centres undefined)	1.7
CC(C)CNc1ncnc2c1ncn2[C@H]1CN(Cc2ccc3c(c2)OCO3)C[C@@H](CO)O1	-7.1
COC(=O)c1ccc(N2C(c3cc(OC)cc(OC)c3)=Cc3ccc(-c4cccnc4)cc3C2CC(=O)C2CC2)cc1 (centres undefined)	-3.4
Cc1nc(NC(=O)c2ccccc2)sc1-c1cc(C(=O)N2CCOCC2)nn1Cc1ccccc1	-1.6
COc1cccc(C(C)(O)c2nc(-c3cccc(F)c3)cs2)c1 (centres undefined)	-3.6
CCC(c1nnnn1-c1ccc2c(c1)OCCO2)N1CCN(C/C=C/c2ccccc2)CC1 (centres undefined)	-2.2
CCCC(=O)N1CCCC1(C)C(=O)Nc1ccc2c(c1)CCN2C(C)=O (centres undefined)	0.8
c1ccc(-c2nnc(-c3ccccc3)nn2)cc1	50.3*
O=C(O)c1cccc(-c2csc(C(O)c3ccc(F)cc3)n2)c1 (centres undefined)	12.2
O=C(N[C@H](C(=O)N1CCC[C@H]1C(=O)NC1CCCC1)C1CCCCC1)c1cccs1	-2.7
CN(CC1COc2ccccc2O1)C(=O)CCNS(=O)(=O)c1ccc(F)c(Cl)c1 (centres undefined)	-5.3
Cc1cc(C)c(NS(=O)(=O)c2ccc3c(c2)oc(=O)n3C)c(C)c1	-2.5
COCCn1c(=S)[nH]c2cc(C(=O)NC3CCCCCC3)ccc2c1=O	5.1
Cc1cc(=O)oc2c(C(=O)c3ccccc3)c(OCC(N)=O)ccc12	1.2
CC(C)(C)n1nnnc1C(c1cc2ccccc2o1)N(CCC#N)Cc1ccccc1 (centres undefined)	-5.4

Reformatted: entries from further up.
Compound,Wnt act
Cn1ccc2c(N3CCCCCC3)cc3c(c21)C1CCC3C1 (centres undefined),-1.3
CCOC(=O)[C@]12CCCC=C1N(Cc1ccc(Cl)cc1Cl)C(=O)[C@H](CC(=O)NCc1ccc(C)o1)C2,-2.1

Next part.
SMILES	Wnt act
O=C1NC(Cc2ccccc2)c2nc3ccc(Cl)cc3c(=O)n2-c2ncccc21 (centres undefined)	-3.2
Cc1cn(C2CC(O)C(O)C(CO)O2)c(=O)[nH]c1=O (centres undefined)	0.4
C[C@H]1CN([C@@H](C)CO)S(=O)(=O)c2ccc(Br)cc2O[C@H]1CN(C)Cc1ccc(F)cc1	-1.6
Cc1cc(C)c2cc(C#N)c(NCCCNC(=O)c3cccnc3)nc2c1	-2.2
COc1ccc(NC(=O)c2cc(-c3cc(F)ccc3OC)n[nH]2)c(OC)c1	-1.8
CC1CCN(S(=O)(=O)N2CCC(C(=O)NCc3ccc(F)cc3Cl)CC2)CC1	-1.3
CC(C)n1c(=O)c2ccccc2n1Cc1cn(C2CCCC2)nn1	-2.4
CC(C)NC(=O)c1cc(C2CCCCN2C(=O)CCCc2ccccc2)on1 (centres undefined)	-1.0
O=C(NCC(F)(F)F)c1cc2c(c(-c3cccc(-c4ccccc4F)c3)n1)[C@@H](CCO)N(C(=O)CC1CC1)C2	-2.9
COc1ccc(S(=O)(=O)Nc2ccc3c(c2)C(=O)N([C@H](C)CO)C[C@H](C)[C@H](CN(C)C(=O)Nc2ccc(F)cc2)OCCCC[C@@H](C)O3)cc1	-2.2
Cc1cc(CNC(=O)[C@H]2C[C@@H]2[C@H](NP(=O)(c2ccccc2)c2ccccc2)c2ccccc2)nn1C	-1.0
O=C1NC[C@H](CCCCN2C[C@H](Cc3ccccc3)N(CCc3ccccc3)C(=O)C2=O)N(CCc2ccc(O)cc2)C1=O	-2.0
Nc1ccn([C@@H]2O[C@H](C(=O)N[C@H](Cc3ccccc3)C(=O)NCc3cccc4c3OCO4)[C@@H](O)[C@H]2O)c(=O)n1	-2.5
COc1ccc(C(O)c2nc(-c3cc4ccccc4o3)cs2)cc1 (centres undefined)	1.6
COc1cccc(CN(C)C(=O)[C@H]2O[C@@H](n3cnc4c(=O)[nH]c(N)nc43)[C@H](O)[C@@H]2O)c1	-2.6
Cc1cccc(C)c1NC(=O)C(c1ccncc1)N1CCN(C)CC1 (centres undefined)	0.6
CC1(Oc2ccc(CC#N)cc2)CCN(Cc2ccccc2OC(F)F)C1 (centres undefined)	-2.3
CC(=O)N1C[C@@H](CO)[C@@H](N(C)C(=O)C(C)(C)C)C[C@H]1c1ccccc1	-1.9
